NCOA3 inh – inhibitors of human steroid receptor coactivator 3 (SRC3); AID 588352; HEK293 GAL4-SRC3 luciferase reporter, luminescence; actives 0.17% (n = 360,000); inhibition, % at 3.6 µM; Q9Y6Q9;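 active = inhibition above a per-campaign cutoff, the mean of all compounds plus 3 SD, cut at about 60% in these data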;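 also: 0% = DMSO-treated cells and 100% = gossypol-treated cells at 36 µM; higher means less SRC3-driven luciferase light from the GAL4 reporter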
EBV LMP1 NFkB – inhibitors of Epstein-Barr LMP1-induced NF-kappaB reporter | LMP1-induced NF-kappaB luciferase reporter cells, luminescence | inhibition, % at 12.5 µM | actives 0.69% (n = 350,000) | AID 504558; in the data active = inhibition above about 41%;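 also: 0% = neutral control wells and 100% = reference inhibitor control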
TROY signal inh – TROY signaling inhibition; Q293 LMP1-TROYcd NF-kB luciferase reporter, 4 h; AID 1347056; actives 0.98% (n = 360,000); inhibition, % at 10 µM;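 active = compounds whose plate-normalised and pattern-corrected inhibition of the luciferase reporter signal at the single screening dose is 50% or more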
SRC1 inh – inhibits human SRC1 coactivator; Q15788; HEK293 GAL4-SRC1 luciferase reporter, luminescence; inhibition, % at 3.6 µM; actives 0.12% (n = 360,000); AID 588354;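 active = inhibition above the campaign mean plus 3 SD, with each screening campaign given its own cutoff, cut at about 60% in these data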;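 also: 0% = DMSO treated cells and 100% = gossypol at 36 µM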
TLR9-MyD88 inh – TLR9-MyD88 interaction inhibition. CHO BLA complementation TLR9-MyD88, CCF4 FRET ratio. actives 0.21% (n = 340,000). inhibition, % at 4.98 µM. AID 504734;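 active = inhibition above the mean over all tested compounds plus 3 SD, cut at about 21% in these data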;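 also: 0% = DMSO only wells and 100% = clavulanate BLA inhibitor control wells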
Vif imaging – HIV Vif inhibition | HEK293T cells, Vif self-association by quenched fluorescence, imaging, 24 h | inhibition, % at 7.49 µM | actives 0.35% (n = 340,000); in the data active = inhibition above about 50%, passing the limit was not always enough; also: some results filed as inactive read as strong as hits
NCOA2 inhibitor – human SRC2 (NCOA2) inhibition. Q15596. HEK293 GAL4-SRC2 luciferase reporter, luminescence. inhibition, % at 9 µM. actives 0.17% (n = 370,000). AID 651957;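 active = inhibition above the mean inhibition of all tested compounds plus 3 SD, set per campaign, cut at about 52% in these data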;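 also: 0% = DMSO treated cells and 100% = cells given Gossypol at 36 µM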
NOD2 RIPK2 PPI – blocks binding of human NOD2 to RIPK2; O43353; inhibition, % at 4.98 µM; actives 0.38% (n = 360,000); CHO BLA complementation NOD2-RIPK2, CCF4 ratio; in the data active = inhibition above about 21%;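 also: 0% = vehicle only and 100% = reference blocker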
Target sequence (O43353 whole entry, looked up): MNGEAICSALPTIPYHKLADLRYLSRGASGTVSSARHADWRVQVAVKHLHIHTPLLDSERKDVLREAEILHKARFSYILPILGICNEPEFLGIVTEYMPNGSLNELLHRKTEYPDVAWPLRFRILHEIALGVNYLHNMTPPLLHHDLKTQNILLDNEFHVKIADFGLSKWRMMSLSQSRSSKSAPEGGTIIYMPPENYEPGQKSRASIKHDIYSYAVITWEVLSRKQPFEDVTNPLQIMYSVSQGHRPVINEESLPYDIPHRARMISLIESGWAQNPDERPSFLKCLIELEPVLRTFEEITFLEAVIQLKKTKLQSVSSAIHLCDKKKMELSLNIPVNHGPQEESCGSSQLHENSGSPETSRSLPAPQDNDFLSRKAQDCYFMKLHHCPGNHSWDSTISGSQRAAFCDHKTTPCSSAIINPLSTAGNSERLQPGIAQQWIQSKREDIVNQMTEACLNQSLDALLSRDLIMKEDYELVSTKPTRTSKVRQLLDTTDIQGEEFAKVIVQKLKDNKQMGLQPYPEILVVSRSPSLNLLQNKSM
COUP-TFII inh – blocks human COUP-TFII nuclear receptor. P24468. HEK293T NGFI-A luciferase reporter, luminescence. inhibition, % at 8.6 µM. actives 0.7% (n = 370,000);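 active = inhibition above a per-plate cutoff, mean inhibition of test wells between control levels plus 3 SD, cut at about 38% in these data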;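 also: cells cotransfected with COUP-TFII expression vector driving the NGFI-A reporter; 0% = median of COUP-TF2 test wells and 100% = reporter-only cells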
Target sequence (P24468 whole entry, looked up): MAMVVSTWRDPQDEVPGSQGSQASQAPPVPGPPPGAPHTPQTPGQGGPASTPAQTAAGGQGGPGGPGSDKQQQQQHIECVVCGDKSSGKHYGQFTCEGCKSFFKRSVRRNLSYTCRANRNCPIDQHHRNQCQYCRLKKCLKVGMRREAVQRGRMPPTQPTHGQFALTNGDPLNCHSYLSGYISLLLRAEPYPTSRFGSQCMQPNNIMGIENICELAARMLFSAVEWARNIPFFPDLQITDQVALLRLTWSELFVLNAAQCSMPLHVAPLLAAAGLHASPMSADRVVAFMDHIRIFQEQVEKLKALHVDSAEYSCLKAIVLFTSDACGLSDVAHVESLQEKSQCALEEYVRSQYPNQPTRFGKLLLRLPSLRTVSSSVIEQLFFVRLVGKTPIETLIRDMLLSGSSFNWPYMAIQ
C8 TRAIL sens – sensitizes caspase-8 expressing cells to TRAIL; NB7+C8 cells + TRAIL, ATPlite viability luminescence; inhibition (viability loss, TRAIL sensitization), % at 10 µM; actives 1% (n = 360,000); AID 624354;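 active = compounds causing at least 50% loss of cell viability in the single-dose screen, relative to plate controls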
LRH-1 inv ag – suppresses constitutive activity of human LRH-1. O00482. HEK293T StAR-luciferase reporter, LRH-1 transfected, 24 h. inhibition, % at 3.6 µM. actives 0.13% (n = 360,000);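 active = inhibition above the mean inhibition of all tested compounds plus 3 SD, cut at about 73% in these data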;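 also: 0% = DMSO wells and 100% = reporter-only cells lacking LRH-1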
An asterisk follows results filed as active; x = no result given. These rows are one share of the data (hit frequency here may not be typical).

Molecule | NCOA3 inh | EBV LMP1 NFkB | TROY signal inh | SRC1 inh | TLR9-MyD88 inh | Vif imaging | NCOA2 inhibitor | NOD2 RIPK2 PPI | COUP-TFII inh | C8 TRAIL sens | LRH-1 inv ag
CCCn1c(=O)c2[nH]c(-c3ccc(S(=O)(=O)O)cc3)nc2n(CCC)c1=O | 8 | -1 | 5 | -13 | -12 | -4 | 9 | -2 | -8 | -7 | -3
CN(C)S(=O)(=O)c1ccc(C(=O)NCC2(N3CCCCC3)CCCCC2)cc1 | 18 | -55 | -3 | -6 | 6 | -3 | -32 | 1 | -19 | 11 | -39
CC1CCN(C2(O)C(=O)Nc3ccc(Br)cc32)CC1 (stereo not drawn) | 5 | 7 | -14 | -15 | 7 | 14 | 7 | -6 | 1 | -10 | 12
COc1ccc(OC)c(C(=O)c2ccc(C(=O)O)cc2)c1 | 1 | 5 | -14 | -4 | 1 | -1 | -13 | -9 | -2 | -20 | 11
O=C(COC(=O)CNC(=O)c1ccc(Cl)cc1Cl)NC1CCCCC1 | 5 | 3 | -53 | -1 | -6 | x | -11 | 6 | -23 | 16 | -6
CCOc1ccc(NC(=S)N(CCCN2CCOCC2)Cc2cn(C)c3ccccc23)cc1 | 23 | 9 | 19 | 4 | 1 | -4 | 19 | -5 | 11 | -9 | 10
COC(=O)c1cccc(NC(=S)NCc2ccco2)c1 | -17 | 0 | -19 | -8 | 15 | 0 | 4 | -1 | -5 | 9 | -20
Cn1c(NC(=O)Cc2cccs2)cc(=O)n(C)c1=O | 2 | 6 | -4 | -7 | 2 | 7 | -7 | -2 | 14 | -6 | 3
Cc1c(NC(=O)C2CC(c3ccc(F)cc3)=NO2)c(=O)n(-c2ccccc2)n1C (stereo not drawn) | 13 | 0 | 4 | 0 | -7 | 1 | -6 | -1 | -9 | -1 | 20
O=C(Nc1nncs1)c1cccnc1Cl | 5 | -3 | 10 | -4 | 7 | 6 | -21 | -3 | 6 | -3 | -2
CCCCn1nnnc1C(c1ccccc1)N1CCN(C/C=C/c2ccccc2)CC1 (stereo not drawn) | 10 | x | 18 | -91 | x | -9 | -7 | -7 | -8 | -6 | 7
COc1ccc(C(=O)NCCc2ccccc2F)cc1OC1CCN(C(C)=O)CC1 | -9 | 8 | -8 | 3 | 6 | x | -8 | -2 | 2 | -2 | 2
COC(=O)[C@H](Cc1ccccc1)N1C/C=C\COc2c(Cl)cc(Cl)cc2S1(=O)=O | -5 | -2 | -4 | 0 | 3 | -9 | 29 | 4 | 10 | 9 | -15
Cc1ccc(C(=O)CSc2n[nH]c(-c3ccco3)n2)cc1C | 1 | 4 | -13 | -46 | 4 | -3 | -3 | -10 | 19 | -1 | 3
CN(C)C1CN(Cc2cn(Cc3ccc(C(F)(F)F)cc3)nn2)S(=O)(=O)C1 (stereo not drawn) | x | x | -3 | x | x | x | -4 | -9 | 4 | -19 | -13
COC(=O)c1ccc2c(=O)n(CCN3CCOCC3)c(SCC(=O)C(C)(C)C)nc2c1 | 17 | -6 | 0 | 0 | -5 | -15 | -8 | -8 | 8 | 1 | -5
COc1ccc(NC(=O)C2=NN(c3ccccc3)C(=O)CC2)cn1 | 2 | 1 | 7 | -6 | 8 | -18 | 15 | -6 | -14 | 13 | 3
O=C(OCC(=O)N1CCN(C(=O)c2ccco2)CC1)c1ccc(Cl)nc1 | -4 | 4 | -4 | -9 | 1 | 2 | -32 | 4 | -20 | 5 | 4
CCCCN(C=O)c1c(CC)nc2ccc(C(=O)NCCOc3ccc(OC)cc3)cn12 | 3 | x | 6 | -20 | x | -2 | 13 | -11 | -2 | 3 | 13
CCN(c1ccccc1)S(=O)(=O)c1ccc(C(=O)Nc2ccncc2)cc1 | 3 | 7 | 14 | 18 | 3 | -16 | 21 | 5 | 37 | 16 | 16
CC(=O)Nc1ccc(C(=O)N2CCCC(c3cc(C(=O)Nc4ccccc4)no3)C2)cc1 (stereo not drawn) | 11 | x | 50 | 17 | x | 15 | -16 | -7 | 6 | 1 | 8
CCCCNC(=O)c1ccccc1Cl | -11 | -12 | -16 | -24 | -1 | 0 | 1 | 2 | -20 | 25 | -22
Cc1ccccc1NC(=O)c1cccc(NC(=O)c2ccco2)c1 | -21 | 4 | -1 | -12 | -7 | 2 | -13 | 2 | 0 | -7 | -11
O=C(Nc1ccccc1)c1cc(C2CCCN(C(=O)C/C=C/c3ccccc3)C2)on1 (stereo not drawn) | -20 | x | 7 | 3 | x | 4 | -18 | -7 | -12 | 14 | -27
COC(=O)c1c(-c2c(Cl)cccc2Cl)noc1C(=O)NN | 1 | 3 | -9 | 5 | 4 | -4 | -10 | -3 | 0 | -32 | -2
Cn1ccnc1C(=O)c1cccc([N+](=O)[O-])c1 | -4 | -3 | 9 | -12 | -4 | -1 | 3 | 1 | 4 | -7 | 4
CC(C(=O)Nc1ccccc1Br)c1ccc([N+](=O)[O-])cc1 (stereo not drawn) | 12 | 10 | -10 | 14 | 0 | 1 | 11 | -4 | 0 | 13 | 25
CCOC(=O)[C@@H]1[C@H]2COc3cc(OC)ccc3[C@H]2N2C(=O)N(c3ccc(C(F)(F)F)cc3)C(=O)[C@@]12C | 1 | 11 | -3 | -2 | -4 | 1 | 1 | 6 | -1 | -8 | 15
CC(=O)Nc1ccc(S(=O)(=O)N2CCN(C(=O)C3COc4ccccc4O3)CC2)cc1 (stereo not drawn) | -6 | 25 | 10 | 7 | -5 | 0 | 5 | 1 | -7 | 6 | 8
O=C(NCc1cccs1)Nc1ccc(Cl)cc1 | -28 | -18 | -32 | -62 | 2 | 23 | -24 | -1 | -39 | -2 | -65
Fc1ccc(NC(=S)N/N=C/c2ccc(F)c(F)c2)c(F)c1 | -20 | -1 | -62 | -28 | 0 | 110* | -59 | -10 | -28 | 1 | -75
CC(C)CC(=O)N1CCN(c2ccc([N+](=O)[O-])cc2Cl)CC1 | 2 | -5 | 6 | 7 | 5 | -7 | -26 | 3 | 8 | 5 | 12
O=C(Cn1nnc(-c2ccc(OCc3ccccc3F)cc2)n1)N1CCOCC1 | -59 | -6 | -47 | -71 | 3 | -15 | -31 | -6 | -10 | 16 | -58
COC(=O)[C@@]1(Cc2ccccc2)[C@H]2C(=O)N(Cc3ccccc3)C(=O)[C@H]2[C@H]2CN(C)C(=NCc3ccccc3)N21 | 7 | 4 | 7 | 7 | -19 | x | 20 | -7 | 6 | 7 | 1
Cn1cc(CN2CCN(c3ccc(Cl)cn3)CC2)c(-c2ccccc2F)n1 | 13 | -12 | 6 | -4 | -9 | -3 | 8 | -12 | -11 | 6 | 0
CCOC(=O)C1(Cc2ccc(Cl)cc2)CCN(C(=O)C2CCCO2)CC1 (stereo not drawn) | -2 | -8 | -32 | -5 | -3 | x | -15 | -4 | -2 | 5 | -10
Oc1ccc(/C=N/N2CCCCC2)cc1O | -23 | 0 | 7 | -22 | -6 | x | 5 | 4 | 6 | -3 | 5
CCOCCCNC(=O)C1CCN(C(=O)Nc2ccc(Cl)cc2)CC1 | 6 | -3 | -11 | -3 | -6 | 18 | -12 | 5 | -7 | -2 | -11
Clc1nn2cnnc2c2ccccc12 | 17 | 3 | 7 | -6 | -4 | 0 | 26 | 7 | -13 | 1 | -13
O=C(NCCN1CCOCC1)c1ccccc1-c1ccccc1 | -6 | 4 | -17 | -15 | -5 | 14 | -18 | -1 | 17 | -10 | -10
CC1CCN(C(=O)COC(=O)C23CC4CC(CC(O)(C4)C2)C3)CC1 | -74 | -1 | -42 | -55 | 4 | x | -33 | -2 | -41 | -1 | -29
O=C(c1ccc(S(=O)(=O)N2CCCCC2)cc1)c1nnc(-c2ccc(Cl)cc2)o1 | 1 | -3 | -3 | -12 | -12 | 0 | 1 | -10 | -3 | 0 | 18
COc1cc(C(=O)N2CCN(C3=NS(=O)(=O)c4ccccc43)CC2)cc(OC)c1OC | 9 | 2 | -2 | -34 | -3 | x | -17 | -6 | 4 | -2 | -13
CCN(Cc1ccccc1)Cc1ccc(OCc2ccccc2)cc1 | -20 | 3 | -17 | -11 | 4 | -6 | -29 | -2 | -9 | -10 | 4
O=C1CCC(C(=O)NCc2ccccc2)N1 (stereo not drawn) | -21 | -1 | 11 | -2 | -12 | -6 | 15 | -1 | -9 | -7 | 0
Cc1nc2nc(-c3ccccc3)nn2c(C)c1Cl | -49 | -26 | -74 | -82 | 3 | -3 | -84 | -3 | -25 | 5 | -28
Cc1ccc(CNc2ncnc3ccc(-c4ccoc4C)cc23)o1 | 52 | x | -5 | 46 | x | x | 5 | -6 | 20 | 0 | 35
Cc1ccc(SC(=O)c2c(C)noc2-c2cc(C)on2)cc1 | 0 | 3 | 26 | 24 | x | 2 | -1 | 9 | 2 | 6 | -4
O=C(NN=Cc1ccc2c(c1)OCO2)c1ccc([N+](=O)[O-])cc1 | -5 | x | -8 | -6 | x | 2 | -4 | -10 | -12 | 0 | -11
Cc1cc(Cl)nc2c(C(C)C)cccc12 | 9 | 1 | 6 | 8 | -5 | -19 | -10 | -7 | -1 | -1 | 2
N#Cc1c(Cl)nc(N/N=C/c2ccccc2)c(Cl)c1Cl | -7 | -5 | 7 | 7 | 13 | 1 | 16 | -11 | -2 | -8 | 4
CCC(=Cc1ccc(CC)cn1)CC | -9 | 3 | -4 | 17 | 5 | -5 | -11 | -10 | 1 | -14 | -15
COc1ccccc1-c1nc(C#N)c(N2CCN(c3ccccc3)CC2)o1 | -1 | 0 | 15 | -8 | 0 | 11 | 7 | -1 | -3 | -2 | -6
CCn1c(SCc2cccc(C(=O)O)c2)nnc1-c1ccc(Cl)cc1 | -8 | -19 | 6 | 1 | -10 | -1 | 15 | -5 | 1 | 2 | -12
NC(=O)c1ccc(NC(=O)c2ccc3c(c2)CCN3S(=O)(=O)c2ccccc2)cc1 | -2 | 4 | -17 | 8 | 1 | -7 | 1 | -7 | -16 | -11 | -45
Cc1nc2ccc(S(=O)(=O)NCC(=O)N3CCN(c4ccccc4)CC3)cc2s1 | 19 | -4 | 12 | 8 | 1 | -8 | -16 | -4 | 19 | -19 | 3
O=C(Nc1nccs1)c1cc(-c2ccccn2)nc2c(Cl)cccc12 | 2 | 3 | -16 | -3 | -4 | 0 | 22 | 2 | 11 | -3 | -11
COc1ccc(-c2csc(-c3ccc(C(=O)O)cc3)n2)cc1 | -78 | -76 | -93 | -79 | 1 | 3 | -40 | -10 | -49 | -1 | -146
CC(=O)N1CCc2cc(S(=O)(=O)NCCCN3CCN(Cc4ccccc4)CC3)ccc21 | 2 | 0 | -2 | 8 | 3 | x | 5 | -6 | 11 | 21 | 5
Cc1sc2nc(C(C)C)nc(SCC(=O)N3CCOCC3)c2c1C | -9 | 0 | 13 | -15 | 3 | -38 | -9 | -19 | -4 | -11 | 1
O=C(COC(=O)CCC1CCCC1)Nc1ccc(Cl)cc1F | 15 | 3 | 0 | -1 | -1 | -7 | -6 | 3 | 16 | -7 | -21

Assay outcomes from PubChem BioAssay.
